CHO parental Ca = counter-screen for OX1R antagonists: effect in parental CHO cells; parental CHO-K1, ATP-induced calcium, Fluo-8 fluorescence; AID 463079; inhibition, % at 5.6 µM; actives 0.63% (n = 330,000);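 active means inhibition above that plate's mean sample inhibition plus 3 SD, cut at about 26% in these data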;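 further: 0% = ATP-challenged DMSO wells and 100% = DMSO wells without ATP; some compounds past the cut are filed as inactive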
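Measured by: calcium-sensitive Fluo-8 fluorescence / Test system: CHO parental line / Controls: ATP-challenged DMSO wells low, unchallenged DMSO wells high / Measure: % inhibition / Compound: single nominal dose of 5.6 µM per compound / Replicates: single well per compound, no replicates / Reagent: ATP as calcium-mobilizing challenge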
TAAR1 antagonist = human TAAR1 antagonism; actives 1.5% (n = 360,000); inhibition, % at 3 µM; CHO RD-HGA16 TAAR1, Fluo-8 calcium fluorescence, antagonist;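 active means inhibition above a per-plate cutoff, the mean inhibition of test compounds on that plate plus 3 SD, cut at about 49% in these data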;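 further: 0% = DMSO plus EC80 beta-PEA response and 100% = DMSO alone without agonist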
Target sequence (Q96RJ0 whole entry, looked up): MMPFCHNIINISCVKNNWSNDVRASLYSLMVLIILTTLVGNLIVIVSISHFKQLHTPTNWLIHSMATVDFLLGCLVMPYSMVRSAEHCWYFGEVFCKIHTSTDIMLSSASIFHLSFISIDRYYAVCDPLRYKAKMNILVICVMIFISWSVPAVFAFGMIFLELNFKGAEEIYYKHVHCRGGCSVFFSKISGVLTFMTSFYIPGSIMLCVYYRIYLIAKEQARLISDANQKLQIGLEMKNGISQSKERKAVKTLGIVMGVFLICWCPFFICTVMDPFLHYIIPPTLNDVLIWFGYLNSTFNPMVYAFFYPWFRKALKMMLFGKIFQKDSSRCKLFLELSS
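Test system: RD-HGA16 CHO cells with stable hTAAR1 and Gα16 / Probe or stimulus: EC80 β-phenethylamine stimulus / Times: seeding 17-24 h prior, 75-min 37 °C, 30-min RT dye loading / Detection: Fluo-8 calcium-sensitive fluorescence / Read-out basis: % inhibition scaled between DMSO and EC80 PEA controls / Repeats: singlicate, one well per test compound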
CHO-K1 Ca ag = counter-screen for M1 agonists: effect in parental CHO-K1 cells. Fluo-8 calcium fluorescence; scaled to maximal ATP response, vehicle zero. activation, % at 3 µM. actives 0.48% (n = 360,000); in the data active means activation above about 15%;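 further: untransfected CHO-K1 host cells lacking M1 receptor as counterscreen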
OXTR potentiator = potentiates the human oxytocin receptor response; CHO-OTR cells, Fluo-8 calcium fluorescence, potentiator mode; 0% = oxytocin EC15, 100% = EC100; AID 2445; actives 0.061% (n = 320,000); activation, % at 3 µM; P30559;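 active means activation above that plate's cutoff, the mean activation of tested compounds plus 3 SD, cut at about 6.6% in these data, passing the limit was not always enough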;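 further: 100% uses oxytocin at 75 nM as the full agonist control; some results filed as inactive read as strong as hits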
Target sequence (P30559 whole entry, looked up): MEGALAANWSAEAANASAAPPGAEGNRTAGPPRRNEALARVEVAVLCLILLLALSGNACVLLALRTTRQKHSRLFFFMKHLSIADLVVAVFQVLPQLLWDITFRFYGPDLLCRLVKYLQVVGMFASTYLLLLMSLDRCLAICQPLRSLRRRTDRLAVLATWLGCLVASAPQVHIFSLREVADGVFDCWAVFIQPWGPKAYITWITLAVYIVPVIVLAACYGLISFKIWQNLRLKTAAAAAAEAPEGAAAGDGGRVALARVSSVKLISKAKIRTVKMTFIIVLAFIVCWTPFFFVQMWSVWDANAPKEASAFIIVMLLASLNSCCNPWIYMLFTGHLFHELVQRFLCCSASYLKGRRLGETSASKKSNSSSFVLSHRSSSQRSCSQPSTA
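Material: human OTR in CHO cells. Compound: 3.0 µM, one dose. Timing: compound 6 min at room temperature before oxytocin, 100 s read. Evaluation: % activation of max/min ratio relative to oxytocin controls. Replication: single well per compound, singlicate. Signal: Fluo-8 calcium dye fluorescence.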
CHO-K1 Ca antag = M1 antagonist counterscreen hit in parental CHO-K1 cells; ATP-induced calcium, Fluo-8 fluorescence; inhibition, % at 3 µM; actives 0.6% (n = 360,000); AID 602250;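 active means inhibition above a per-plate cutoff, the plate's mean sample inhibition plus 3 SD, cut at about 24% in these data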;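 further: 0% = DMSO plus EC80 ATP and 100% = DMSO alone without ATP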
GPR7 antagonist = human neuropeptides B/W receptor 1 antagonism; P48145; GPR7-expressing cells, fluorescence antagonist assay; inhibition, % at 4.4 µM; actives 1.1% (n = 290,000); in the data active means inhibition above about 16%, passing the limit was not always enough;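 further: cells stimulated with the agonist NPW; 0% = agonist with vehicle and 100% = vehicle without agonist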
Target sequence (P48145 whole entry, looked up): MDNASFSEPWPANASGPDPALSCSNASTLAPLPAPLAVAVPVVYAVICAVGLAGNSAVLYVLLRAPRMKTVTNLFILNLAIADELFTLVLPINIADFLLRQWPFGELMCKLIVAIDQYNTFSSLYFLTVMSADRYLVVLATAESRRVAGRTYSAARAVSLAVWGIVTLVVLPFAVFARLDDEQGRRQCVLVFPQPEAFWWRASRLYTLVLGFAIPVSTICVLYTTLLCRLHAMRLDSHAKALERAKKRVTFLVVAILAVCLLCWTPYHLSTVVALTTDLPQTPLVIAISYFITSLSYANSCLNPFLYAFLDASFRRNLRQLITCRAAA
M1 PAM parental = counter-screen for M1 PAMs: effect in parental CHO-K1 cells; ATP EC20, Fluo-8 calcium fluorescence; 0% at ATP EC20, 100% at ATP max; activation, % at 3 µM; actives 0.02% (n = 360,000);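 active means activation above the run cutoff, the mean activation of all test compounds plus 3 SD, cut at about 40% in these data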;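 further: peak over basal fluorescence ratio in a 140 s read after ATP addition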
OXTR ag = agonists of human oxytocin receptor; CHO-OTR cells, Fluo-8 calcium fluorescence; normalized: DMSO 0%, oxytocin 100%; activation, % at 3 µM; P30559; actives 0.32% (n = 320,000);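 active means activation above the mean of all tested compounds plus 3 SD, cutoff set per screening run, cut at about 20% in these data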;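 further: peak over basal fluorescence ratio from a 100 s FLIPR kinetic read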
V1aR counter = counter-screen for oxytocin receptor agonists: human V1a receptor agonists | P37288 | CHO-V1R cells, Fluo-8 calcium fluorescence, agonist mode; 0% DMSO, 100% 3 nM vasopressin | activation, % at 3 µM | actives 0.25% (n = 320,000) | AID 2797;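 active means activation above the mean activation of all tested compounds plus 3 SD, per screening run, cut at about 20% in these data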;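 further: signal is peak over basal fluorescence ratio across a 100 second FLIPR read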
* = called active by the depositor; . = no result given.

mol,CHO parental Ca,TAAR1 antagonist,CHO-K1 Ca ag,OXTR potentiator,CHO-K1 Ca antag,GPR7 antagonist,M1 PAM parental,OXTR ag,V1aR counter
CC(C)[C@H](NC(=O)c1ccco1)C(=O)N(C)Cc1c(F)cccc1Cl,-26,-23,0.1,2,-7,5,16,-0.7,0.2
COc1ccc(CN(Cc2cc3cc4c(cc3[nH]c2=O)OCO4)C(=O)NC2CCCCC2)cc1,-17,0,-0.2,-14,14,6,-6,-2.1,-1.3
COc1ccc(C(=O)NCc2nnc(SCC(=O)NCc3ccco3)o2)cc1OC,10,-2,0.7,-11,-9,1,2,1.8,0.6
CCC(=O)N1c2ccccc2-c2nnc(SC)nc2OC1c1ccc(N(C)C)cc1 (stereo not drawn),-14,-5,-0.3,6,-8,-16,8,-1.0,-0.5
COc1cccc(CNC(=O)c2ccccc2-c2ccccc2C(=O)O)c1,-4,-10,0.4,-8,-5,5,-1,0.2,0.8
CC(=O)c1cccc(NC(=O)C2CCCN(S(=O)(=O)c3ccc(F)cc3)C2)c1 (stereo not drawn),-17,17,3.0,-11,1,-5,12,0.5,4.4
COc1ccc(NC(=O)Nc2nc3ccccc3s2)cc1,-1,40,9.2,-18,3,-8,-8,6.7,4.8
CCc1cc(C(=O)Nc2ccc(OC)nc2)sc1C,-2,6,4.3,-5,17,.,-5,0.5,0.6
NC(=O)c1nc(C(=O)N2CCN(c3ccccc3)CC2)c2ccccc2n1,-12,9,-0.3,-6,-3,.,-17,0.8,0.3
CN1CCc2c(sc3nc(SCC(=O)NCc4ccco4)n(-c4ccccc4)c(=O)c23)C1,-10,-20,1.0,-3,-19,-10,22,-1.2,0.5
Cc1n[nH]c(=O)c2c(NC(=O)CSc3cc(Cl)ccc3Cl)oc(C)c12,-26,-6,1.4,-8,-15,.,0,-1.4,-0.4
O=C(NCCCn1ccnc1)c1ccc(C(F)(F)F)cc1,-5,-3,0.9,-3,-11,-9,8,0.5,0.8
COc1cc(/C=C/C(=O)O)cc(S(=O)(=O)Nc2cccc(SC)c2)c1OC,4,1,-0.3,-10,-3,-8,18,-0.2,0.7
COC(=O)c1c(C)oc2ccc(NS(=O)(=O)c3cc(OC)ccc3OC)cc12,7,1,2.7,-21,-5,-9,14,6.1,5.3
C#CCOCCOCCOCCNc1nc(N2CCN(C(=O)[C@H]([C@@H](C)CC)n3cc([C@@H](N)CO)nn3)CC2)nc(N2CCN(C(=O)[C@H](Cc3cc4ccccc4[nH]3)n3cc([C@@H](N)C(C)CC)nn3)CC2)n1 (stereo partly drawn),4,.,.,-14,.,-4,.,0.2,1.9
CCOc1cc2c(C#N)c(N3CCOCC3)nc(N)c2c(N)n1,-12,5,-0.2,-1,1,.,14,0.9,0.2
Cc1nc(Nc2ccccc2C(F)(F)F)sc1C(=O)N(C)C,-1,-11,1.5,2,-10,3,15,-1.0,0.6
COc1ccc(OC)c(NC(=O)COC(=O)C2CCCCC2)c1,-13,-13,2.1,-5,-15,.,5,-1.8,-0.1
CC(C)(C)n1ncc2c(=O)n(CC(=O)OCc3ccccc3)cnc21,-14,19,2.5,-14,3,2,-5,2.8,5.3
Cc1ccc(C2CC(C(F)F)n3ncc(C(=O)Nc4c(C)nn(Cc5c(F)cccc5Cl)c4C)c3N2)cc1 (stereo not drawn),18,17,0.3,-9,-8,24*,18,7.6,11
CC(C)CCNC(=O)COC(=O)/C=C/c1ccc2ccccc2n1,-7,-33,1.7,-4,4,-7,7,2.1,4.8
O=C(O)Cc1sc(NCCc2ccccc2)nc1-c1ccc(F)cc1,-16,-11,2.9,-11,-22,-17,19,-0.2,0.2
CC(C)CC(=O)c1c[nH]c(C(=O)O)c1,-1,6,0.0,-8,-13,-10,14,0.4,1.3
CCC(C)c1ccc(C(CC)NC(=O)C2CCCO2)cc1 (stereo not drawn),10,16,3.3,-6,-7,2,10,-0.3,3.6
CC(Cc1ccccc1)C(=O)Nc1ccccc1 (stereo not drawn),-10,12,-0.8,-5,8,-8,-18,0.0,-0.6
C[N+]1(CC(=O)Nc2ccc(F)cc2)CCN(C(=O)c2ccco2)CC1,-6,-5,0.4,2,-13,-14,22,-0.1,0.2
O=C(N/C(=C/c1ccc(F)cc1)C(=O)N1CCOCC1)c1ccco1,.,-5,0.3,.,0,.,5,.,.
COc1ccc2sc(-c3ccc(N(C)C)cc3)c(C#CCCO)c2c1,-11,12,1.5,-9,-12,.,15,0.1,0.3
NNC(=O)c1ccc(N2CCCCCC2)c([N+](=O)[O-])c1,8,9,0.3,-5,-7,8,1,0.0,1.1
COc1ccc(CN(C)C2CCCCC2)c(C)c1C,-6,10,1.2,-7,-13,8,-6,1.1,-0.8
COc1ccc(CN(C)C[C@H]2Oc3c(NC(=O)Nc4ccccc4)cccc3C(=O)N([C@H](C)CO)C[C@@H]2C)cc1,-28,61*,3.4,-5,-3,.,11,-1.6,0.2
Cc1oc(-c2ccc3c(c2)OCCO3)cc1C(=O)NC(CCC(=O)O)C(=O)O (stereo not drawn),-12,-3,0.2,-16,-10,-13,8,-0.9,0.2
CC(C)c1nc(SCC(=O)Nc2nc3c(s2)CCCC3)c2ccccc2n1,-24,-7,0.0,-4,7,-10,-7,-1.0,-0.3
O=C(CC1C(=O)N(c2ccccc2)C(=S)N1c1ccccc1)c1ccc(Br)cc1 (stereo not drawn),-17,1,0.2,-11,1,11,24,-1.1,0.5
CN(CC(=O)Nc1ccc(Cl)cc1)C(=O)C1CCCC1,.,-13,0.6,.,-1,.,-8,.,.
CCn1c(CSc2nc(C)cs2)nc2cc(S(=O)(=O)N(C)C)ccc21,-14,10,0.9,-11,-1,3,10,-0.3,-0.3

Reformatted: 3 of the compounds above.
CC(C)c1nc(SCC(=O)Nc2nc3c(s2)CCCC3)c2ccccc2n1
  CHO parental Ca: -24	TAAR1 antagonist: -7	CHO-K1 Ca ag: 0.0	OXTR potentiator: -4	CHO-K1 Ca antag: 7	GPR7 antagonist: -10	M1 PAM parental: -7	OXTR ag: -1.0	V1aR counter: -0.3

COc1cc(/C=C/C(=O)O)cc(S(=O)(=O)Nc2cccc(SC)c2)c1OC
  CHO parental Ca: 4	TAAR1 antagonist: 1	CHO-K1 Ca ag: -0.3	OXTR potentiator: -10	CHO-K1 Ca antag: -3	GPR7 antagonist: -8	M1 PAM parental: 18	OXTR ag: -0.2	V1aR counter: 0.7

COc1ccc(C(=O)NCc2nnc(SCC(=O)NCc3ccco3)o2)cc1OC
  CHO parental Ca: 10	TAAR1 antagonist: -2	CHO-K1 Ca ag: 0.7	OXTR potentiator: -11	CHO-K1 Ca antag: -9	GPR7 antagonist: 1	M1 PAM parental: 2	OXTR ag: 1.8	V1aR counter: 0.6

Carrying on.
mol,CHO parental Ca,TAAR1 antagonist,CHO-K1 Ca ag,OXTR potentiator,CHO-K1 Ca antag,GPR7 antagonist,M1 PAM parental,OXTR ag,V1aR counter
Cc1ccccc1N=C1Nc2ccccc2CS1,-11,1,0.1,-12,19,1,-6,-1.3,0.1
Cn1c(=O)n(Cc2ccccc2F)c2ccccc21,-4,8,-0.3,-12,13,-9,3,-2.1,-0.9
Cc1cc(NC(=O)CSc2nc3ccsc3c(=O)n2NC(=O)c2ccccc2)no1,-10,13,0.3,-3,-9,-6,8,0.7,0.3
NC(=O)COC(=O)[C@H](Cc1c[nH]c2ccccc12)NC(=O)c1ccc(F)cc1,-18,1,1.1,3,-19,-19,15,1.7,0.2
COc1cccc(NC(=O)NC2(C(F)(F)F)Oc3ccccc3O2)c1,-8,30,0.7,-10,5,-12,-10,-0.5,0.9
O=C(CCNS(=O)(=O)c1ccc2nsnc2c1)N1CCN(c2ccncc2)CC1,-8,-2,0.2,3,-16,.,10,0.4,1.4
C=CCn1c(SCc2c(Cl)cccc2Cl)nnc1-c1cccnc1,-15,4,1.2,-3,1,-3,9,-0.7,-0.9
O=C(N/N=C/c1cc(Br)ccc1O)c1ccncc1,-9,10,4.6,-6,-14,-6,18,3.5,5.0
Clc1ccc(Sc2oc(/C=N/n3cnnc3)cc2Br)cc1,-8,8,0.6,1,-20,-10,23,0.2,-0.2
O=C(Nc1nccs1)c1nc(-c2ccccc2)n(-c2ccccc2)n1,-20,17,1.3,-7,-1,-11,4,-1.8,-0.3
CC(=O)N1c2c(cc(Br)cc2S(=O)(=O)N2CCN(C(=O)c3ccco3)CC2)CC1C (stereo not drawn),-18,1,2.1,-17,-9,-1,12,0.3,-0.1
O=S(=O)(NCc1ccccc1)c1cnc[nH]1,-1,2,0.3,-4,-9,4,1,8.9,0.5

For convenience, some entries already given:
mol,CHO parental Ca,TAAR1 antagonist,CHO-K1 Ca ag,OXTR potentiator,CHO-K1 Ca antag,GPR7 antagonist,M1 PAM parental,OXTR ag,V1aR counter
Cc1ccccc1N=C1Nc2ccccc2CS1,-11,1,0.1,-12,19,1,-6,-1.3,0.1
Cn1c(=O)n(Cc2ccccc2F)c2ccccc21,-4,8,-0.3,-12,13,-9,3,-2.1,-0.9
Cc1cc(NC(=O)CSc2nc3ccsc3c(=O)n2NC(=O)c2ccccc2)no1,-10,13,0.3,-3,-9,-6,8,0.7,0.3
NC(=O)COC(=O)[C@H](Cc1c[nH]c2ccccc12)NC(=O)c1ccc(F)cc1,-18,1,1.1,3,-19,-19,15,1.7,0.2

Next section:
mol,CHO parental Ca,TAAR1 antagonist,CHO-K1 Ca ag,OXTR potentiator,CHO-K1 Ca antag,GPR7 antagonist,M1 PAM parental,OXTR ag,V1aR counter
COc1cccc(N=C2CC(C)(C)CC(=O)/C2=C(/O)c2ccccc2)c1,-5,-5,0.4,-4,-19,-10,27,-1.6,-1.3
Cn1nc(C(F)(F)F)c(-c2ccc(Br)cc2)c1NC(=O)c1cccnc1,-3,-13,3.7,-13,-12,-9,8,3.0,3.8
Cc1cccc(Nc2ccc(C(=O)N3CCOCC3)cn2)c1,-2,-2,2.9,-1,-10,-8,25,1.3,0.2
O=C(Nc1nc(-c2ccccn2)cs1)c1ccc(F)c(S(=O)(=O)N2CCOCC2)c1,-7,-3,8.5,-3,-12,.,5,3.3,4.9
Cc1nccn1CCCNC(=O)C1CCC(=O)N(Cc2ccccc2F)C1 (stereo not drawn),-10,-18,-0.1,2,-17,4,-9,0.5,0.6
COc1ccccc1N1CCN(CCCNC(=O)Cn2ncc3c([nH]c4ccccc43)c2=O)CC1,-33,-5,-0.1,-4,-1,-4,-20,-0.6,1.2
CC(C)(C)c1ccc(C(=O)NCCC(=O)NCc2ccc(F)cc2)cc1,.,-3,0.3,.,-1,.,12,.,.
COc1cc(NC(=O)COC(=O)C2CC2)c(C)cc1[N+](=O)[O-],-3,-5,0.4,-4,-9,1,12,-0.1,0.2

Screening data from PubChem BioAssay.
